CR mimetic SO – reduction of superoxide in aged yeast, primary screen, HTS | S. cerevisiae aged cells, superoxide DHE fluorescence; hits give low values | 330,000 compounds, 0.18% hits | superoxide response (% of plate mean), % at 10 µM;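 active means superoxide response under a set limit, about three screen SD below normal, cut at about 65% in these data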;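 further: yeast aged for seven days with compound at 30 °C before DHE staining; 100% = average MFI of all compound-treated wells on the plate with controls excluded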
GLD-1 RNA inh – GLD-1/TGE RNA complex disruptors, primary screen, biochemical, fluorescence polarization; Female germline-specific tumor suppressor gld-1 (Caenorhabditis elegans), Q17339; purified GLD-1 + fluorescein TGE RNA; inhibition, % at 5.96 µM; 320,000 compounds, 0.44% hits; AID 2280, 2010;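 active means percent inhibition above a per-plate cutoff, the plate mean of test compounds plus 3 SD, cut at about 30% in these data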;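 further: 0% = DMSO wells with GLD-1 and probe and 100% = wells lacking GLD-1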
Target sequence (Q17339 whole entry, looked up): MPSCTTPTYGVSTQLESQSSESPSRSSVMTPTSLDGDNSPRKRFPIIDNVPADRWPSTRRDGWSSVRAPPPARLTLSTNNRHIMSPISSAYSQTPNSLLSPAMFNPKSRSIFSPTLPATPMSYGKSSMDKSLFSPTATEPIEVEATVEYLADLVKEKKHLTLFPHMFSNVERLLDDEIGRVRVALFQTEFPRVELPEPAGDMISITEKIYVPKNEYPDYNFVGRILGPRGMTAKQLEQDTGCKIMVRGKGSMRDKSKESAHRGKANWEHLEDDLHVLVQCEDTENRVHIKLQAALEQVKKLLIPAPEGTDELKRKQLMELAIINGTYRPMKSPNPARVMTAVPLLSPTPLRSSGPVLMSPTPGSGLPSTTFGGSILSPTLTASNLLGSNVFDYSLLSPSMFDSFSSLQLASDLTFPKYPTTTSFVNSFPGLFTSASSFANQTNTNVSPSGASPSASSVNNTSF
Efflux pump mplx – inhibitors of Candida efflux pumps in yeast, primary screen, S. cerevisiae, Nile Red, multiplex. inhibition, % at 10 µM. S. cerevisiae Candida pump triplex. 330,000 compounds, 0.44% hits;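 active means plate passing quality check with inhibition over a set limit, or well fluorescence over plate mean plus 4 SD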;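 further: Nile Red retained in pooled yeast measured as flow cytometry median fluorescence; 0% = buffer negative control and 100% = Enniatin B positive control; higher means more Nile Red kept so more efflux inhibition; some compounds called inactive have numbers as strong as hits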
Numbers without * were called inactive. This is a subset. The share of hits here may be higher or lower than overall.

`CCN(C[C@H]1N[C@@](Cc2ccccc2)(C(=O)OC)[C@H]2C(=O)N(C)C(=O)[C@@H]12)S(=O)(=O)c1ccc(C(C)(C)C)cc1` gave CR mimetic SO 72, GLD-1 RNA inh 2 and Efflux pump mplx 0.3.
`CCN1C(=NCc2cc(OC)c(OC)c(OC)c2)N[C@@H](c2ccccc2)C(C(=O)OC)=C1C` gave CR mimetic SO 99, GLD-1 RNA inh 10 and Efflux pump mplx -0.4.
For Cc1ccc(S(=O)(=O)N2CCOCC2)cc1NC(=O)COC(=O)C1(C)CC1(Cl)Cl (stereo not drawn) the results were CR mimetic SO 94, GLD-1 RNA inh -2 and Efflux pump mplx 0.0.
CCOc1ccc(CCNC(=O)COC(=O)c2ccncc2)cc1OCC was read as CR mimetic SO 120, GLD-1 RNA inh 0 and Efflux pump mplx 0.4.
Screening CC1CCCC(C)N1C(=O)COC(=O)c1cc(F)c(F)cc1Cl (stereo not drawn) returned CR mimetic SO 82, GLD-1 RNA inh -2 and Efflux pump mplx 0.0.
For O=C(CN1C(=O)C(=O)N(CCC2=CCCCC2)C1=O)Nc1ccc(F)cc1F the results were CR mimetic SO 97, GLD-1 RNA inh 5 and Efflux pump mplx -0.2.
CC(C)(C)OC(=O)NCCCCCNC(=O)c1nc[nH]c1C(=O)NCc1ccc(CNC(=O)OC(C)(C)C)cc1 was read as CR mimetic SO 107, GLD-1 RNA inh 0 and Efflux pump mplx 0.4.
For O=C1OC[C@@H]2CCCN2C(=O)[C@@H](CC(=O)N(CCO)Cc2ccccc2)C/C=C\CC[C@H]1Cc1ccc(F)cc1 the results were CR mimetic SO 91, GLD-1 RNA inh 3 and Efflux pump mplx -0.1.
Cc1ccc(S(=O)(=O)N(C)C[C@H]2Oc3c(NC(=O)Nc4cccc5ccccc45)cccc3C(=O)N([C@@H](C)CO)C[C@@H]2C)cc1 was read as CR mimetic SO 100, GLD-1 RNA inh 2 and Efflux pump mplx 0.9.
N#Cc1ccc(NC(=S)NC(=O)C2CCCCC2)cc1 was read as CR mimetic SO 101, GLD-1 RNA inh -1 and Efflux pump mplx -0.2.
For CCOC(OCC)c1cc2ccccc2cn1 the results were CR mimetic SO 89, GLD-1 RNA inh 4 and Efflux pump mplx -0.2.
COc1cc2c(cc1OC)CN(C(=O)c1ccc(Cl)c(S(=O)(=O)N3CCCC3)c1)CC2 was read as CR mimetic SO 84, GLD-1 RNA inh 3 and Efflux pump mplx -0.1.
`COc1ccc(NC(=O)Nc2cccc3c2O[C@H](CN(C)S(=O)(=O)c2c(C)noc2C)[C@@H](C)CN([C@H](C)CO)C3=O)cc1` gave CR mimetic SO 100, GLD-1 RNA inh 2 and Efflux pump mplx 0.1.
`O=C(COC(=O)c1cc(S(=O)(=O)N2CCOCC2)ccc1F)NCc1ccc2c(c1)OCO2` gave CR mimetic SO 93, GLD-1 RNA inh 2 and Efflux pump mplx -0.1.
Screening O=C(Nc1ccc(Cl)c(S(=O)(=O)N2CCCC2)c1)c1cc(=O)[nH]c2ccccc12 returned CR mimetic SO 87, GLD-1 RNA inh 4 and Efflux pump mplx -0.5.
Screening CSc1ncccc1C(=O)N1CCN(S(=O)(=O)c2ccc3c(c2)OCCO3)CC1 returned CR mimetic SO 91, GLD-1 RNA inh 8 and Efflux pump mplx 0.1.
Screening COC(=O)c1c(-c2ccc(S(C)(=O)=O)cc2)sc2ccc(OC)cc12 returned CR mimetic SO 105, GLD-1 RNA inh 6 and Efflux pump mplx 0.1.
Screening C[C@H](CO)N1C[C@H](C)[C@@H](CN(C)CC2CCCCC2)Oc2ccc(NC(=O)CCN3CCOCC3)cc2C1=O returned CR mimetic SO 96, GLD-1 RNA inh 4 and Efflux pump mplx -0.1.
`CN(CCOc1ccc(Cl)cc1)C(=O)C1=CC=CN2CCS(=O)(=O)N=C12` gave CR mimetic SO 104, GLD-1 RNA inh 7 and Efflux pump mplx -0.1.
Screening CC[C@@]1(C(=O)OC)N[C@H](CN(C)S(=O)(=O)c2ccc(OC(F)(F)F)cc2)[C@@H]2C(=O)N(C)C(=O)[C@@H]21 returned CR mimetic SO 83, GLD-1 RNA inh -1 and Efflux pump mplx -0.2.
`COC(=O)c1c(C)[nH]c(C(=O)CN2C(=O)C3CC=CCC3C2=O)c1C` (stereo not drawn) gave CR mimetic SO 114, GLD-1 RNA inh 3 and Efflux pump mplx 0.5.
For C[C@H]1CN([C@@H](C)CO)C(=O)Cc2cc(NC(=O)Cc3ccccc3)ccc2O[C@H]1CN(C)C(=O)Nc1cccc2ccccc12 the results were CR mimetic SO 107, GLD-1 RNA inh -2 and Efflux pump mplx 0.6.
For O=C(CNc1cccc(S(=O)(=O)N2CCCC2)c1)Nc1cccc(C(F)(F)F)c1 the results were CR mimetic SO 98, GLD-1 RNA inh 4 and Efflux pump mplx 0.2.
CCOC(=O)[C@@H]1[C@H]2COc3ccc(Br)cc3[C@H]2N2C(=O)N(c3ccc(C)cc3)C(=O)[C@@]12C was read as CR mimetic SO 115, GLD-1 RNA inh 7 and Efflux pump mplx -0.2.
`CCNc1nc(NCC)n2c(SCC(=O)Nc3ccccc3OC(F)F)nnc2n1` gave CR mimetic SO 80, GLD-1 RNA inh 8 and Efflux pump mplx 0.2.
`CSc1nc(N)nc2c1ncn2CC(=O)N[C@H](CO)Cc1c[nH]c2ccccc12` gave CR mimetic SO 84, GLD-1 RNA inh 1 and Efflux pump mplx 0.1.
Screening COc1cc(NCc2ccccc2)c2ncn(Cc3ccccc3)c2c1 returned CR mimetic SO 140, GLD-1 RNA inh 7 and Efflux pump mplx -0.2.
Screening O=C(COC(=O)c1ccc(Cl)nc1)Nc1cc(S(=O)(=O)N2CCOCC2)ccc1Cl returned CR mimetic SO 112, GLD-1 RNA inh -1 and Efflux pump mplx 0.1.
Screening Cc1ccc([C@@H]2CC=C(C(=O)O)[C@H](c3ccccc3F)N2S(=O)(=O)c2ccccc2C)cc1 returned CR mimetic SO 93, GLD-1 RNA inh -4 and Efflux pump mplx -0.1.
O=C(COc1ccc([N+](=O)[O-])cc1Cl)N1CCc2ccccc21 was read as CR mimetic SO 109, GLD-1 RNA inh 7 and Efflux pump mplx -0.1.
Screening C[C@@H]1O[C@@H](Oc2c(-c3ccc(O)c(O)c3)oc3cc(O)cc(O)c3c2=O)[C@H](O)[C@H](O)[C@H]1O returned CR mimetic SO 101, GLD-1 RNA inh 4 and Efflux pump mplx -0.6.
`COc1ccc(NC(=O)COC(=O)C(NC(=O)c2ccc(C)cc2)C(C)C)cn1` (stereo not drawn) gave CR mimetic SO 105, GLD-1 RNA inh 22 and Efflux pump mplx -0.1.
For Cc1cccc(N2N=C(C(=O)N3Cc4ccccc4CC3C(N)=O)CCC2=O)c1 (stereo not drawn) the results were CR mimetic SO 115, GLD-1 RNA inh 3 and Efflux pump mplx 0.3.
`C[C@H](CO)N1C[C@H](C)[C@@H](CN(C)Cc2ccc(Cl)c(Cl)c2)Oc2c(NS(=O)(=O)c3cn(C)cn3)cccc2C1=O` gave CR mimetic SO 98, GLD-1 RNA inh 3 and Efflux pump mplx 0.0.
For O=C(C[C@H]1C/C=C\C[C@H](NC(=O)OCC2c3ccccc3-c3ccccc32)C(=O)O[C@H](c2ccccc2)CNC1=O)N[C@H](CO)Cc1ccccc1 the results were CR mimetic SO 111, GLD-1 RNA inh 3 and Efflux pump mplx 0.5.
C=CC[C@@H](CC(=O)OC(C)(C)C)C(=O)OC[C@H]1CCCN1C(=O)[C@@H](CC=C)CC(=O)N(CCO)Cc1ccccc1 was read as CR mimetic SO 103, GLD-1 RNA inh 9 and Efflux pump mplx 0.2.
For O=C(COC(=O)[C@@H]1CC(O)CN1S(=O)(=O)c1ccc(Cl)c(Cl)c1)NC(=O)NCc1ccccc1 (stereo partly drawn) the results were CR mimetic SO 95, GLD-1 RNA inh 7 and Efflux pump mplx -0.3.
Screening CN(C(=O)COc1ncnc2ccccc12)C1CCCCC1 returned CR mimetic SO 101, GLD-1 RNA inh 8 and Efflux pump mplx 0.3.
Cc1ccc(NC(=O)COC(=O)Cn2ccc(=O)[nH]c2=O)cc1C was read as CR mimetic SO 100, GLD-1 RNA inh 8 and Efflux pump mplx -0.2.
Cc1noc(C)c1NC(=O)N(C)C[C@H]1Oc2ccc(NS(=O)(=O)c3c(C)noc3C)cc2C(=O)N([C@H](C)CO)C[C@@H]1C was read as CR mimetic SO 94, GLD-1 RNA inh 3 and Efflux pump mplx -0.8.
For CC1CCCC(C)N1C(=O)COC(=O)c1cccnc1Cl (stereo not drawn) the results were CR mimetic SO 96, GLD-1 RNA inh 6 and Efflux pump mplx 0.2.
Screening CCOc1ccc(NS(=O)(=O)c2cc(NC(=O)C3CC3)ccc2C)cc1Br returned CR mimetic SO 92, GLD-1 RNA inh 5 and Efflux pump mplx -0.1.
Screening O=S(=O)(c1cccc(Br)c1)N1CCN(S(=O)(=O)c2ccc3c(c2)OCCO3)CC1 returned CR mimetic SO 102, GLD-1 RNA inh -2 and Efflux pump mplx 0.0.
For O=C(c1cnn(C(=O)c2ccco2)c1)c1ccccc1O the results were CR mimetic SO 89, GLD-1 RNA inh 6 and Efflux pump mplx 0.1.
`CC(=NNC(=O)COc1cccc(C)c1)c1cccnc1` gave CR mimetic SO 84, GLD-1 RNA inh 4 and Efflux pump mplx 0.2.
COc1ccc(S(=O)(=O)Nc2cccc3c2O[C@H](CN(C)C(=O)Nc2ccc4c(c2)OCO4)[C@@H](C)CN([C@H](C)CO)C3=O)cc1 was read as CR mimetic SO 108, GLD-1 RNA inh 6 and Efflux pump mplx -0.2.
For CSCC[C@H](NC(=O)c1cccc(S(=O)(=O)N2CCN(C)CC2)c1)c1nc2ccccc2[nH]1 the results were CR mimetic SO 97, GLD-1 RNA inh 1 and Efflux pump mplx 0.1.
COc1ccc(C2CC(c3ccccc3)=NN2C(=O)COC(=O)c2cccc(O)c2)cc1 (stereo not drawn) was read as CR mimetic SO 91, GLD-1 RNA inh 2 and Efflux pump mplx -0.1.
Screening Cc1noc(C)c1C(=O)NCC(=O)Nc1ccccc1Br returned CR mimetic SO 108, GLD-1 RNA inh 7 and Efflux pump mplx 0.1.
For O=C(C[C@@H]1C/C=C\CCCC(=O)OC[C@@H]2CCCN2C1=O)N[C@H](CO)Cc1ccccc1 the results were CR mimetic SO 81, GLD-1 RNA inh -2 and Efflux pump mplx -0.5.
COc1ccc(C(=O)NNC(=O)c2cccs2)cc1S(=O)(=O)N1CCOCC1 was read as CR mimetic SO 110, GLD-1 RNA inh 9 and Efflux pump mplx 0.1.
`CN(CC(=O)Nc1cccc(C(F)(F)F)c1)C1=NS(=O)(=O)c2ccccc21` gave CR mimetic SO 77, GLD-1 RNA inh -1 and Efflux pump mplx -0.2.
`Cc1csc(SCC(=O)Nc2ccc(F)cc2Cl)n1` gave CR mimetic SO 81, GLD-1 RNA inh 8 and Efflux pump mplx 0.0.
Screening NS(=O)(=O)c1cccc(NC(=O)c2cccc(N3C(=O)c4ccccc4C3=O)c2)c1 returned CR mimetic SO 123, GLD-1 RNA inh -8 and Efflux pump mplx 0.9.
Screening CCN(CC)C(=O)[C@H]1CC(CC(=O)NCCCN(C)C)C(=O)N2CCc3c([nH]c4ccccc34)[C@]12C (stereo partly drawn) returned CR mimetic SO 83, GLD-1 RNA inh 3 and Efflux pump mplx -0.1.
Screening COc1ccc(C(=O)N[C@H](C(=O)NCCc2ccc3c(c2)OCCO3)C(C)C)cc1 returned CR mimetic SO 108, GLD-1 RNA inh 2 and Efflux pump mplx 0.1.
CC(=O)c1ccc(NC(=O)COC(=O)C2CC3C=CC2C3)cc1 (stereo not drawn) was read as CR mimetic SO 89, GLD-1 RNA inh 4 and Efflux pump mplx 0.3.
`O=C(CNC(=O)c1n[nH]c2ccccc12)Nc1cc(Cl)ccc1Cl` gave CR mimetic SO 114, GLD-1 RNA inh 3 and Efflux pump mplx 0.0.
For COCCNC(=O)c1cc(-c2ccccc2)nn1Cc1cc(C)no1 the results were CR mimetic SO 87, GLD-1 RNA inh 2 and Efflux pump mplx -0.2.
For CCOC(=O)c1c(C)[nH]c(C)c1C(=O)COC(=O)C1CC(=O)N(CCc2ccccc2)C1 (stereo not drawn) the results were CR mimetic SO 103, GLD-1 RNA inh 2 and Efflux pump mplx 0.0.
O=C(COC(=O)c1ccc(O)cc1)NC(c1ccccc1)c1ccccc1 was read as CR mimetic SO 100, GLD-1 RNA inh -1 and Efflux pump mplx -0.1.
`CC1CCCC(NC(=O)COC(=O)/C=C/c2ccc([N+](=O)[O-])cc2)C1C` (stereo not drawn) gave CR mimetic SO 85, GLD-1 RNA inh 4 and Efflux pump mplx -0.2.
For CCN(CC(=O)NCc1cccs1)C(=O)c1cc(Br)ccc1O the results were CR mimetic SO 96, GLD-1 RNA inh 5 and Efflux pump mplx 0.4.

Among those listed so far, 4 contain an aryl thioether with sulfur outside any ring:
Screening CSc1ncccc1C(=O)N1CCN(S(=O)(=O)c2ccc3c(c2)OCCO3)CC1 returned CR mimetic SO 91, GLD-1 RNA inh 8 and Efflux pump mplx 0.1.
`CCNc1nc(NCC)n2c(SCC(=O)Nc3ccccc3OC(F)F)nnc2n1` gave CR mimetic SO 80, GLD-1 RNA inh 8 and Efflux pump mplx 0.2.
`CSc1nc(N)nc2c1ncn2CC(=O)N[C@H](CO)Cc1c[nH]c2ccccc12` gave CR mimetic SO 84, GLD-1 RNA inh 1 and Efflux pump mplx 0.1.
`Cc1csc(SCC(=O)Nc2ccc(F)cc2Cl)n1` gave CR mimetic SO 81, GLD-1 RNA inh 8 and Efflux pump mplx 0.0.

Screening data deposited in PubChem by several laboratories.
